STAT3 blocker = IL-6 driven STAT3 reporter inhibitors, primary screen, U3A cells, luciferase, luminescence, MLSCN library | AID 862, 2007 | hit rate 0.89% among 190,000 | inhibition, % at 5.5 µM | IL-6 STAT3-luciferase reporter; host cell line lacks STAT1;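 active = inhibition above the mean inhibition across all screened compounds plus 3 SD, cut at about 44% in these data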;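 also: 0% = DMSO only wells and 100% = 100 µM nifuroxazide control wells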
STAT3 act = IL-6 driven STAT3 reporter potentiators, primary screen, U3A cells, luciferase, luminescence, MLSCN library. activation (% of control), % at 5.6 µM. IL-6 STAT3-luciferase reporter; 100% = signal with IL-6 EC80 alone. AID 871, 2007. hit rate 0.91% among 190,000;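 active = activation above the screen-wide mean of compound activation plus 3 SD, cut at about 130% in these data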;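 also: 0% = background luminescence of wells with medium and substrate only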
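Material: human STAT1-deficient U3A cells with stable STAT3-luciferase reporter / Probe or stimulus: IL-6 stimulus at 33 ng/mL final / Schedule: 1 h compound pre-exposure, 6 h IL-6 stimulation, 37 °C / Technique: luminescence / Read-out basis: percent of IL-6-only median luminescence / Control set: IL-6-only high control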
FLuc stim CS = FLuc activators, initial screening, artefact control for FLuc-dependent activation tests, biochemical, ATPlite luminescence. Luciferin 4-monooxygenase (Photinus pyralis), P08659. ATPlite luciferase biochemical, 10 min; 0 = ATP-free wells, 1 = DMSO control. activation factor at 10 µM. 200,000 tested, under 10 active. AID 1027, 2008;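 active = luciferase activation factor, scaled between plate controls, of at least 2 with compound at 10 µM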
Target sequence (P08659 whole entry, looked up): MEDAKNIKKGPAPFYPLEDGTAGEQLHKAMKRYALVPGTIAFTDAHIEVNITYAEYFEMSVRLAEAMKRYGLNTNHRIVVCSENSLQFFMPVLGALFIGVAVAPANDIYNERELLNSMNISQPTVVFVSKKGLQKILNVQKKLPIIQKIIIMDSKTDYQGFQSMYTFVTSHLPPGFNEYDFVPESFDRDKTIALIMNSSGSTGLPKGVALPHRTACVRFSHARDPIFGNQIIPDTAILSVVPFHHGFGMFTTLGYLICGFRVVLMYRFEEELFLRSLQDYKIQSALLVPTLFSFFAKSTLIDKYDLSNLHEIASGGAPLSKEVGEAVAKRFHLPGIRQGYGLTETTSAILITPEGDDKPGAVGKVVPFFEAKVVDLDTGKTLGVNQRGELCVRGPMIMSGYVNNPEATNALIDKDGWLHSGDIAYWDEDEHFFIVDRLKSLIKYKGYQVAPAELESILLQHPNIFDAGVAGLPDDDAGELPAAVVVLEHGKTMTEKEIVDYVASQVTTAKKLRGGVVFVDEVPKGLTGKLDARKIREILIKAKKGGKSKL
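Material: luciferase plus luciferin reagent, cell-free. Medium: PBS buffer for ATP. Also added: ATP substrate, dispensed from a 10.24 µM working solution in PBS. Doses: test compounds dosed from 2 mM stocks in 100% DMSO. Incubation: 10 min post-reagent at room temperature. Technique: light output (luminescence). Read-out basis: luminescence gain marking luciferase activators.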
FLuc inhib CS = firefly luciferase enzyme inhibitors, primary screen, artefact control for luciferase-based inhibitor screens, biochemical, luminescence, ATPLite; Luciferin 4-monooxygenase (Photinus pyralis), P08659; inhibition, % at 10 µM; 10 min; AID 1006, 2008; hit rate 1.5% among 200,000;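 active = inhibition above about 50% when tested at 10 µM, limit read from the data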
STAT1 act = STAT1 signaling activators, primary screen, cell-based, HTS, luciferase reporter; NIH 3T3 STAT1-luciferase reporter, IFN-gamma, luminescence; 100% = IFN-gamma alone, no compound; activation (% of control), % at 5.5 µM; hit rate 2.6% among 200,000;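 active = activation above the screen-wide mean activation plus 3 SD, cut at about 130% in these data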;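 also: raw ratio to IFN-gamma control signal so 100% means no change and 0% no light; values of inactives mirror those of a sister screen read the other way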
STAT1 inh = STAT1 signaling inhibitors, primary screen, cell-based, HTS, luciferase reporter | NIH 3T3 STAT1-luciferase reporter, IFN-gamma, luminescence | inhibition, % at 5.5 µM | hit rate 0.35% among 200,000;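 active = inhibition above a set limit, the mean inhibition across all tested compounds plus 3 SD, cut at about 34% in these data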;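 also: 0% = IFN-gamma with DMSO and 100% = IFN-gamma with 300 µM nifuroxazide; values of inactives mirror those of a sister screen read the other way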
NF-kB expr up = activators of NF-kB expression in neurons, primary screen, cell-based, HTS; human neuronal cells, NF-kB reporter expression; hits give high values; fold change at 12.5 µM; hit rate 1.6% among 190,000; AID 1239, 2008; in the data active = fold change above about 3.3
APP transl inh = inhibitors of APP translation via 5'UTR reporter, primary screen, APP 5'UTR luciferase, SH-SY5Y cells; SH-SY5Y APP 5'UTR-luciferase reporter, luminescence; inhibition, % at 2 µM; hit rate 0.82% among 190,000; AID 1285, 2008;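 active = inhibition above a set limit, derived from the sample mean plus 3 SD, cut at about 45% in these data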; also: values of inactives mirror those of a sister screen read the other way
ROMK primary = ROMK potassium channel modulators, primary screen, cell-based, thallium flux, MLSMR library | ATP-sensitive inward rectifier potassium channel 1 (Homo sapiens), P48048 | Tet-inducible ROMK, thallium flux fluorescence; actives lie on both sides | B-score at 10 µM | hit rate 2% among 130,000 | AID 1918, 2009;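 active = signal ratio slope over the read window, or its plate-corrected B-score, at least 3 SD from the plate mean, either direction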;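 also: B-score of the F/F0 ratio slope over 7 to 12 s after thallium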
Target sequence (P48048 whole entry, looked up): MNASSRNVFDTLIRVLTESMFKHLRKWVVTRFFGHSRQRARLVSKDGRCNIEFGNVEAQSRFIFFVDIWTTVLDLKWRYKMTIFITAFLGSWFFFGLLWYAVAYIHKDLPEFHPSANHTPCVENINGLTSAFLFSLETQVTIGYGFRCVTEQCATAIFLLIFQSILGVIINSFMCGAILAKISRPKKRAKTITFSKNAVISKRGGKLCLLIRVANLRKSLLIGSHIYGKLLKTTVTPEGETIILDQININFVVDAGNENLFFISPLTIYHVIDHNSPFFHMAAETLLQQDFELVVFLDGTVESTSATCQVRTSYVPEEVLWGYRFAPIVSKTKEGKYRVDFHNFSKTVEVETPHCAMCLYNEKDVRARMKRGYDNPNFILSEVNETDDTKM
APP 5'UTR act = activators of APP 5'UTR luciferase reporter, primary screen, SH-SY5Y cells; SH-SY5Y APP 5'UTR luciferase reporter, luminescence; zero percent = DMSO vehicle wells; activation, % at 2 µM; hit rate 1% among 190,000; AID 1276, 2008;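 active = activation above a set limit, based on mean plus 3 SD of controls, cut at about 140% in these data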; also: values of inactives mirror those of a sister screen read the other way
Starred values were filed as active, the others as inactive; nt = no result given.

SMILES	STAT3 blocker	STAT3 act	FLuc stim CS	FLuc inhib CS	STAT1 act	STAT1 inh	NF-kB expr up	APP transl inh	ROMK primary	APP 5'UTR act
COc1ccccc1NC(=O)c1ccccc1-c1nc(-c2ccccc2OC)no1	5.8	97.7	0.7	25.4	97.9	-0.5	0.64	-34.1	-1.82	34.1
Nc1ccc2oc(-c3cc(Br)ccc3Cl)nc2c1	17.2	91.6	1	2.4	96.8	3.5	0.5	46.5*	-0.678	-46.5
CN(Cc1nc(-c2ccccn2)no1)S(=O)(=O)c1ccc(Br)cc1	4.2	101.5	1	-2.6	100.3	-0.4	0.8	-13.9	nt	13.9
CC(=O)c1ccc(-c2ccc(C(=O)NC3CCCCCC3)o2)cc1	3.5	101.1	1	1.6	110.4	-11.2	1.01	16.4	-2.25	-16.4
O=c1cc(O)c2c(=O)[nH]c(=O)n(-c3ccccc3)c2[nH]1	4.4	101.1	1.1	-6.3	102.3	-2.5	1.15	9.0	nt	-9.0
C/C(=N\NC(=O)c1c(C)nc2ccccn12)c1ccc(N2CCOCC2)cc1	-7.4	112.5	1.1	-7.4	106.8	-8.8	1.13	-8.5	0.454	8.5
CN(c1ccc(C(=O)Nc2ccccc2Sc2ccccc2)cc1)S(C)(=O)=O	12.1	97.1	1.1	-5.0	92.9	7.3	1	2.2	nt	-2.2
C[C@H]1C[C@@H]2[C@H]([C@@H](O)C[C@@]3(C)[C@H]2CC[C@]3(O)C(=O)CO)[C@@]2(C)C=CC(=O)C=C12	-3.5	105.1	1	-0.2	121.2	-23.3	0.43	-73.7	-0.816	73.7
COC(=O)c1sc2nc3c(cc2c1N)C(=O)CC(C)(C)C3	28.0	83.1	1	-3.5	101.7	-1.9	1.1	11.1	-0.525	-11.1
CCOC(=O)c1coc(CNC(=O)c2c(C)oc3c2CCCC3)c1	-1.8	104.1	1.1	-7.8	101.1	-1.2	0.94	-10.7	1.03	10.7

2 of the compounds above, with values under each structure:
The line under a structure holds: STAT3 blocker	STAT3 act	FLuc stim CS	FLuc inhib CS	STAT1 act	STAT1 inh	NF-kB expr up	APP transl inh	ROMK primary	APP 5'UTR act
COC(=O)c1sc2nc3c(cc2c1N)C(=O)CC(C)(C)C3
 : 28.0	83.1	1	-3.5	101.7	-1.9	1.1	11.1	-0.525	-11.1
C[C@H]1C[C@@H]2[C@H]([C@@H](O)C[C@@]3(C)[C@H]2CC[C@]3(O)C(=O)CO)[C@@]2(C)C=CC(=O)C=C12
 : -3.5	105.1	1	-0.2	121.2	-23.3	0.43	-73.7	-0.816	73.7

(listing goes on)
SMILES	STAT3 blocker	STAT3 act	FLuc stim CS	FLuc inhib CS	STAT1 act	STAT1 inh	NF-kB expr up	APP transl inh	ROMK primary	APP 5'UTR act
O=C(CSCC(=O)N1CCCCC1)OCC(=O)c1c[nH]c2ccccc12	-16.0	119.0	0.9	5.3	104.9	-5.4	0.98	-31.0	nt	31.0
CNC(=O)/C(C#N)=C\c1ccc(CNS(=O)(=O)c2ccc(Cl)cc2)o1	3.9	98.5	1.1	-5.4	98.0	0.6	1.14	0.6	0.295	-0.6
O=C(c1ccco1)N1CCN(C(=O)c2cnn3c2NC(c2cccs2)CC3C(F)(F)F)CC1 (configuration not stated)	13.3	92.3	1.1	-7.6	99.1	0.9	1.03	6.0	nt	-6.0
CCN(CC(=O)NC1CCCC1)S(=O)(=O)c1ccc(C)cc1	5.6	97.0	1.1	-8.0	99.7	0.3	1.32	3.4	nt	-3.4
COc1ccc(OC)c(NC(=O)C(=O)NCCC2=CCCCC2)c1	14.6	88.9	1	-3.4	105.4	-6.4	1.17	-2.2	0.525	2.2
C#CCn1c(=NC(=O)c2ccc(Br)s2)sc2cccc(OC)c21	5.3	102.9	1	-1.0	111.7	-12.9	2.02	-41.6	nt	41.6
CC(NS(=O)(=O)c1ccc(Cl)cc1)C(c1cccs1)N1CCN(C)CC1 (configuration not stated)	1.2	102.2	1	-4.5	95.2	5.2	1.13	-4.8	-2.16	4.8
CC(=O)c1c(C(C)=O)c(C)n(Cc2ccc3c(c2)OCO3)c1C	27.8	77.7	1	-4.2	96.0	4.3	0.87	-0.9	-1.32	0.9
N#CC1=C(N)OC2=C(C(=O)CCC2)C1C1C=CCCC1 (configuration not stated)	11.2	92.5	1	-1.0	94.0	6.6	1.24	-12.6	-0.815	12.6
CC(C)NCCCCOc1ccc(Br)cc1Cl	7.8	99.3	1	-1.1	99.5	-1.5	1.02	-11.9	-1.57	11.9
O=C(CN(C(=O)CCC(=O)Nc1nccs1)c1cccc(F)c1)NCC1CCCO1 (configuration not stated)	3.0	101.9	1	3.5	99.8	0.2	1.06	0.4	nt	-0.4
CC(/C=C/c1ccccc1F)=N\NC(=O)c1ccc(Cl)cc1	10.2	95.0	1	-2.3	92.7	6.3	0.83	2.3	-0.128	-2.2
CN(C)c1ccc(Cl)cc1N	-0.2	104.8	1	-3.3	103.2	-4.8	0.91	4.3	-0.342	-4.3
C=CCn1c(C)c(C(C)=O)c(N2CCOCC2)nc1=S	5.0	103.3	1	-3.6	97.6	2.6	1.35	9.9	nt	-9.9
Cc1ccc(NC(=O)N2CCc3ccccc32)cc1	55.7*	55.8	0.1	89.5*	89.7	11.2	8.12*	-170.0	-0.682	170.0*
O=C(Nc1nnc(C2CC2)s1)C1=NN(C2CCS(=O)(=O)C2)C(=O)CC1 (configuration not stated)	-2.4	103.5	1	-3.6	104.9	-5.3	0.89	-0.5	-0.136	0.5
O=C(O)CCC(=O)N1CCN(c2nc(-c3ccccc3Cl)c3cc(Br)ccc3n2)CC1	5.1	103.9	1	-2.5	94.3	-1.9	1.21	20.8	nt	-20.8
O=C(OCC#CCSc1nnc(-c2ccncc2)o1)c1cccs1	8.0	96.0	1.1	-7.0	96.7	3.6	1.18	-3.9	nt	3.9
C=CCc1c(C)nc(SC)nc1Nc1ccc(C(C)=O)cc1	6.5	96.6	1	3.9	102.1	-2.3	1.27	-15.5	-0.163	15.5
COc1ccc(-c2nc(-c3ccccc3)nc(Cl)c2C#N)cc1	-8.9	108.2	1	-0.9	103.6	-4.0	1.15	-0.7	nt	0.7
COCCNC(=O)CN1C(=O)CC(C)(C)S(=O)(=O)c2ccccc21	2.5	105.3	1.1	-8.1	104.0	-4.4	1.06	6.9	nt	-6.9
CCCS(=O)(=O)N1CCC(C(=O)NCCCN2CCC(Cc3ccccc3)CC2)CC1	7.8	98.1	1	-2.3	96.2	4.1	1.75	-20.4	-4.3*	20.4
CCN(CC)CCn1c(SCC(=O)NCc2ccco2)nc2c(sc3ccccc32)c1=O	0.8	100.0	1	4.8	87.6	13.7	1.09	-20.3	0.442	20.3
CSc1ncccc1C(=O)Nc1nc2ccc(S(C)(=O)=O)cc2s1	18.6	87.5	0.8	15.3	105.5	-7.6	0.99	-14.2	1.32	14.2
CNC(=O)c1c(Cl)cnn1-c1ccc(C)cc1	2.5	102.3	0.9	5.8	161.1*	-70.5	2.3	-109.2	nt	109.2
COC(=O)Cc1ccc(NC(=S)N2CCN(c3cccc(O)c3)CC2)cc1	15.6	88.8	1	-3.9	91.3	9.6	0.59	-11.0	nt	11.0
Cn1nnnc1SCCNCc1cc(Cl)ccc1OCc1ccccc1	0.1	100.1	1	-1.6	93.4	7.5	1.24	-2.0	-1.6	2.0
CCOC(=O)c1ccc(NC(=S)N2CCN(c3ccc(N4CCOCC4)nn3)CC2)cc1	7.5	94.3	1.1	-6.1	96.0	5.0	1.1	-0.5	-0.0529	0.5
COc1ccc(C)cc1-n1nnnc1SCc1nc2ccccc2c(=O)[nH]1	-3.8	109.3	1	0.3	89.7	9.7	1.46	-1.6	-0.0574	1.6
CCOc1ccc(N2CC(C(=O)OCC(=O)NCc3ccccc3)CC2=O)cc1 (configuration not stated)	-4.1	103.5	1	-2.9	104.9	-5.4	1.36	-0.3	nt	0.3
CCOc1ccc(/C=C2\SC(=S)NC2=O)cc1OC	-3.1	104.4	0.8	20.8	109.6	-10.9	1.3	-2.8	-0.0465	2.8
CCOC(=O)C1=NN(c2ccc([N+](=O)[O-])cc2)CC1C(=O)OC (configuration not stated)	16.8	87.7	1.1	-5.1	92.2	8.6	1.08	-2.5	nt	2.5
CCN(CC)S(=O)(=O)c1cccc(C(=O)Oc2cccc(NC(=O)c3cccs3)c2)c1	-1.3	109.2	1	-2.6	100.8	-0.8	1.39	-9.4	0.443	9.4
CC(C)NC(=S)NNC(=O)C12CC3CC(CC(C3)C1)C2	-0.4	106.5	1	-1.8	99.3	0.8	0.94	nt	0.392	nt
COc1ccc(NC(=O)Nc2ccc3c(c2)CCC3)c(OC)c1	3.1	101.8	1	-1.4	119.1	-23.2	nt	-1.9	-0.434	1.9
S=c1nc(-c2ccccc2)[nH]n1-c1ccccc1	14.0	89.9	0.9	10.2	99.0	1.1	1.6	-30.4	6.15*	30.4
CCCOc1ccc(CCN2CCC(=O)NC2=O)cc1C	7.6	95.7	1	3.6	97.5	2.7	1.1	0.3	0.295	-0.3
CCCOc1nc(C)cc(COC)c1C(N)=O	-6.6	109.7	1.1	-6.4	102.9	-6.1	1.1	-8.5	-0.00158	8.5
COc1cccc(N2CCN(C(=O)C3CCN(S(=O)(=O)c4cccs4)CC3)CC2)c1	6.1	96.2	1	-2.4	98.6	0.4	0.98	-6.6	0.274	6.6
CC(C)(C)NC(=O)C(c1cccnc1)N(C(=O)c1csnn1)c1ccccc1 (configuration not stated)	0.0	102.0	1	-3.1	89.3	9.8	0.97	-8.8	-0.0161	8.8
Cc1ccc(C(=O)N/N=C(\CC(C)C)c2ccccc2)cc1	-6.3	105.6	0.9	7.7	115.5	-17.4	0.72	6.2	-1.15	-6.2
CN(Cc1ccccc1)C(=O)c1ccccc1NC(=O)c1ccco1	5.8	97.8	1	1.5	105.0	-5.4	1.21	8.8	nt	-8.8
CCOC(=O)c1ccc(NCn2c(=O)oc3ccccc32)cc1	-11.5	115.2	1	-4.0	101.6	-1.7	1.26	-5.7	nt	5.7
CC1(C(=O)O)CCC(C(=O)Nc2ccccc2O)C1(C)C (configuration not stated)	0.4	105.0	1	-0.1	96.3	4.0	0.93	12.7	-0.0919	-12.7
COc1ccc(NC(=S)NCC2CCN(c3ccc(OC)cc3)C2)cc1 (configuration not stated)	2.3	96.1	1	-2.4	99.9	0.1	0.96	8.9	-1.04	-8.9
Cc1ccc(C)c(C(=O)CC2(O)C(=O)N(C)c3ccccc32)c1 (configuration not stated)	5.0	96.8	1	1.0	97.8	-1.2	0.85	-2.2	-0.849	2.2
Cc1cc(C)c(C)c(OCC(=O)N2CCCCCC2)c1	9.2	97.1	1	-1.6	91.3	9.4	1.02	6.1	0.284	-6.1
